hgDAF12 agonist = activates the H. glycines DAF-12 receptor ligand-binding domain | HEK293 GAL4-hgDAF12 UAS-luciferase reporter, agonist luminescence; normalized to butyrate control | activation, % at 6.8 µM | actives 1.8% (n = 370,000);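 active = activation above a cutoff set at the mean of all screened compounds plus 3 SD, cut at about 10% in these data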;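 note: 0% = DMSO wells and 100% = sodium butyrate wells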
NR1D1 modulator = modulates human Rev-erb alpha binding to DNA; P20393; Rev-erbα–FITC-DNA binding, fluorescence polarization, 90 min; activity, % at 10 µM; actives 0.79% (n = 370,000);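 active = activity above about 14%, limit read from the data; passing the limit was not always enough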;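 note: 0% = DMSO wells with 35 nM protein and 100% = DMSO wells with 750 nM protein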
Target sequence (P20393 whole entry, looked up): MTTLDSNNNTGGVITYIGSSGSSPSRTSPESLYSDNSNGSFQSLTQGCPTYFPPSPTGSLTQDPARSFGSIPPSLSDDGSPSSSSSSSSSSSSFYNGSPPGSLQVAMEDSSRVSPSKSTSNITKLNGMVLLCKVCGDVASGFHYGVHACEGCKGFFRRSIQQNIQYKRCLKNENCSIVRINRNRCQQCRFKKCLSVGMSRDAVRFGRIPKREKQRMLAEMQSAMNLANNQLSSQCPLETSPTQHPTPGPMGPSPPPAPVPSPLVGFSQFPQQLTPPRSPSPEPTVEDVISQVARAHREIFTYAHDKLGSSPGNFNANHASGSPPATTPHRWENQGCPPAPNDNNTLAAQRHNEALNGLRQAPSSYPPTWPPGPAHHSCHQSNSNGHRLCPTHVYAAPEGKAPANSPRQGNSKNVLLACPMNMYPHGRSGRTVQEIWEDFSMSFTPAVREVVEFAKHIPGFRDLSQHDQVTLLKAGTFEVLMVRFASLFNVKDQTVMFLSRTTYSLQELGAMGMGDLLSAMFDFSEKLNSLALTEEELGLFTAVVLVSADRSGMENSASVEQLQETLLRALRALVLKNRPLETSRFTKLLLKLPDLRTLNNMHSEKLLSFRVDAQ
GAA850 FXN act = activators of GAA850 frataxin (FXN) promoter; HEK293 lucGAA850 FXN promoter luciferase reporter, 24 h; percent of 10 µM SAHA response; activation, % at 6 µM; actives 0.56% (n = 360,000); AID 540364;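 active = activation above the average of all compounds screened plus 3 SD, cutoff fixed separately per campaign, cut at about 7.5% in these data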;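 note: 0% = DMSO wells and 100% = 10 µM SAHA wells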
HGIII-sPLA2 inh = Blocks human group III sPLA2 activity | QFRET BODIPY PC-A2 liposome hydrolysis, fluorescence | inhibition, % at 12.2 µM | Q9NZ20 | AID 743126 | actives 0.56% (n = 370,000);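 active = inhibition above mean plus 3 SD of compounds lying within the high and low control bounds, cut at about 19% in these data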;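 note: 0% = median of test compound wells and 100% = no enzyme DMSO wells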
PLC-beta3 inh = blocks human PLC-beta3 enzyme activity; inhibition, % at 12.2 µM; actives 0.18% (n = 370,000); Purified PLC-beta3, fluorogenic substrate, fluorescence; AID 720704; Q01970; in the data active = inhibition above about 11%;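 note: 0% = median of compound wells on plate and 100% = full blocker control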
DAX1 inh-1 = blocks DAX1 repression of SF-1 activated StAR promoter; HEK293T StAR-luciferase reporter, SF-1/DAX-1 repression relief; inhibition, % at 6.8 µM; actives 1.1% (n = 370,000); AID 652010;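 active = inhibition above the mean over all tested compounds plus 3 SD, cut at about 3.6% in these data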;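 note: 0% = DAX-1 cells with DMSO and 100% = cells lacking DAX-1 with DMSO; higher inhibition means more luminescence from relief of DAX-1 repression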
SMARCA2 act = activators of SMARCA2 function. MG213 cells, MMTV-luciferase reporter, dexamethasone, overnight. activation, % at 9.1 µM. actives 1% (n = 370,000). AID 652017; in the data active = activation above about 7.8%;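 note: 0% = vehicle wells and 100% = reference activator wells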
PG9 Ab binder = PG9 antibody binding by small molecule; TR-FRET gp120-PG9 antibody binding; inhibition, % at 6.7 µM; actives 0.43% (n = 360,000); in the data active = inhibition above about 8.5%
hcDAF-12 act = activates DAF-12 receptor from parasite H. contortus; HEK293 hcDAF-12 lit1-tk-luc reporter, luminescence; 0% DMSO, 100% Δ7-dafachronic acid; activation, % at 6.8 µM; actives 1.4% (n = 370,000); AID 652067;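 active = activation above the mean of all tested compounds plus 3 SD, cut at about 5.5% in these data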;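 note: 100% = response to 3 µM Δ7-dafachronic acid high control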
ssDAF-12 act = activators of S. stercoralis DAF-12 nuclear receptor | activation, % at 6.8 µM | AID 652126 | actives 1% (n = 370,000) | HEK293 ssDAF-12/GRIP1 lit1-tk-luc reporter, luminescence; % of 3 µM dafachronic acid response;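 active = activation above the mean over all tested compounds plus 3 SD, cut at about 0.9% in these data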;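 note: 0% = DMSO-only wells and 100% = 3 µM delta7-dafachronic acid wells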
DAX1 inh-2 = inhibitors of human orphan nuclear receptor DAX1 (NR0B1) | P51843 | HEK293 Gal4-DAX1 luciferase reporter, luminescence | inhibition, % at 6.75 µM | actives 0.99% (n = 340,000) | AID 504766;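 active = inhibition above the mean over all tested compounds plus 3 SD, cut at about 4.2% in these data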;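 note: 0% = DAX1-transfected cells with DMSO and 100% = empty-vector control cells with DMSO; inhibition shows as a rise in luminescence from relieved DAX1 repression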
Target sequence (P51843 207-470 limits assumed): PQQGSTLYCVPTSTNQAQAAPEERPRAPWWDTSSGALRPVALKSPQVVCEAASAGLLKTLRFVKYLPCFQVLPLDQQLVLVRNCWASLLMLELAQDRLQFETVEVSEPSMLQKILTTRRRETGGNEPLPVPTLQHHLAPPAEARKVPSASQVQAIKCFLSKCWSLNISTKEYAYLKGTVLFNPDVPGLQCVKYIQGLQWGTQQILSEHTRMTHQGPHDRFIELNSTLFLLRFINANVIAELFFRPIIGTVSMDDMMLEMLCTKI
* = called active by the depositor; i = inactive; x = not tested or not shown.

SMILES	hgDAF12 agonist	NR1D1 modulator	GAA850 FXN act	HGIII-sPLA2 inh	PLC-beta3 inh	DAX1 inh-1	SMARCA2 act	PG9 Ab binder	hcDAF-12 act	ssDAF-12 act	DAX1 inh-2
COc1cccc(/C=N/n2c(-c3n[nH]c4c3CCC4)n[nH]c2=S)c1O	-2.3	-5	1.1	12	2	0.2	-3	1.9	2.3	-1.1	0.9
COC(=O)c1sc(NC(=S)NNC(=O)c2c(Br)c(C)nn2C)c(C(=O)OC)c1C	-2.5	2	1.2	-1	-11	-0.6	1	19*	0.1	-0.9	0.3
COc1ccc(Cl)cc1C(=O)NNC1CC(=O)N(Cc2ccc(Cl)cc2)C1=O (stereo not drawn)	1.9	-4	2.7	-1	-1	0.5	3	-1.9	1.6	-0.6	-0.1
CCN1C(=O)[C@H]2[C@@H](c3ccc(-c4ccc(OC)cc4)cc3)N[C@@](C)(C(=O)OC)[C@H]2C1=O	0.5	4	-2.5	-26	i	-0.2	-2	0.5	-2.5	-0.9	-0.5
COc1cc(/C=N/O)ccc1OCc1ccc(Cl)cc1	19*	2	x	-9	3	4.0*	17*	-0.7	7.9*	0.5	x
COc1cc(C(=O)C(=O)c2ccc(OC)c(OC)c2)ccc1O	4.5	6	0.0	2	7	1.2	-4	0.3	-0.8	-1.1	1.6
CCOc1ccc2ccccc2c1C1NC(=O)N(C)C(C)=C1C(=O)OCCOC (stereo not drawn)	-0.7	6	1.0	1	-6	-0.2	0	-0.3	-2.5	-1.5	0.3
COc1ccc(C2CC(c3ccc(OC)cc3)n3nc(NS(C)(=O)=O)nc3N2)cc1 (stereo not drawn)	-1.6	-1	-2.4	15	-11	0.1	-4	0.2	-0.3	-1.1	-1.1
CC(=O)Nc1cc(NC(C)=O)cc(C(=O)NCC2(N3CCOCC3)CCCCC2)c1	1.1	-22	0.8	6	-5	0.8	-1	-0.6	0.3	-1.0	-0.5
C/C(=N/NC(=O)CNC(=O)c1cccnc1)c1cccc([N+](=O)[O-])c1	-2.5	0	1.1	3	-2	-0.7	0	-3.5	-1.2	-1.1	-0.4
CCC(=O)c1ccc(OCC(=O)N(C)CC(=O)Nc2cccc(F)c2)cc1	4.0	-2	-0.9	-5	1	-0.1	-2	-1.5	-0.4	-1.5	-1.0
CCN1CCN(C(=O)CN(c2cc(OC)ccc2OC)S(C)(=O)=O)CC1	-0.9	1	1.7	1	0	1.0	1	0.9	-1.2	-0.9	0.1
COc1ccc(/C=N/n2c(C)nnc2C)c(OC)c1OC	-1.0	-1	1.5	7	0	0.6	2	-0.2	-2.0	-0.7	0.5
C[C@H](CO)N1C[C@H](C)[C@@H](CN(C)S(=O)(=O)c2cccs2)Oc2ccc(NC(=O)Cc3ccccc3)cc2C1=O	-1.0	-7	-0.6	-8	4	0.1	0	-0.5	-2.5	-1.5	0.7
O=C(CN1C(=O)C2C3C=CC(C4CC34)C2C1=O)Nc1cccc2ncccc12 (stereo not drawn)	1.4	5	2.4	-2	1	0.2	1	0.0	-1.1	-1.8	-0.5
O=C(O)c1cccc(NC(=O)c2cn(-c3ccccc3)nc2-c2cc3ccccc3o2)c1	4.5	-5	4.4	-5	0	-0.2	0	-2.9	0.1	-0.9	0.3
CC(=O)c1c(C)[nH]c(C(=O)OCc2csc(CC(=O)Nc3ccccc3C)n2)c1C	-6.9	-2	-0.5	-50	-17	-3.0	-4	-1.2	-3.5	-1.8	-1.8
CCc1ccc(OCC(=O)NNC(=O)Cc2cccs2)cc1	0.7	1	-0.3	-10	0	-0.1	-3	-0.8	0.5	-0.8	2.7
OCC[C@@H]1C[C@H](O)[C@@H](O)[C@@]2(OCc3ccccc32)O1	0.3	-8	0.7	3	4	-0.2	1	-2.6	2.0	-0.8	-0.1
CCN(CC(=O)Nc1c(F)cccc1F)C(=O)c1ccc(COc2ccccc2)cc1	1.6	-1	2.2	-14	-4	-1.4	0	-0.6	-1.1	-1.6	0.0

The last 2 entries of the section above come first, to join the parts:
SMILES	hgDAF12 agonist	NR1D1 modulator	GAA850 FXN act	HGIII-sPLA2 inh	PLC-beta3 inh	DAX1 inh-1	SMARCA2 act	PG9 Ab binder	hcDAF-12 act	ssDAF-12 act	DAX1 inh-2
OCC[C@@H]1C[C@H](O)[C@@H](O)[C@@]2(OCc3ccccc32)O1	0.3	-8	0.7	3	4	-0.2	1	-2.6	2.0	-0.8	-0.1
CCN(CC(=O)Nc1c(F)cccc1F)C(=O)c1ccc(COc2ccccc2)cc1	1.6	-1	2.2	-14	-4	-1.4	0	-0.6	-1.1	-1.6	0.0
NC(=O)c1cnc(Cc2c[nH]c3ccccc23)c(I)c1	-0.6	1	-2.5	-50	-8	-0.6	-2	-0.2	2.0	0.9*	x
COC(=O)Cc1ccc(NC(=S)NCc2ccccc2Cl)cc1	-3.8	-2	-1.4	16	1	-0.8	-2	-1.2	-1.4	-1.9	0.6
Cc1cccc(NC(=O)CCC2CCN(Cc3nccs3)CC2)c1	1.7	-3	0.2	-1	-5	-0.4	-1	-1.1	0.2	-0.5	-0.2
Cn1c(=O)c2c(ncn2Cc2ccc(Cl)c(Cl)c2)n(C)c1=O	-1.9	-5	-2.5	4	1	-0.8	-3	-0.3	-1.6	-1.5	-2.1
CCO/N=C(/c1nonc1N)N1CCN(c2ccc([N+](=O)[O-])cc2)CC1	-0.6	2	-1.7	-7	-1	-0.6	-3	-2.6	-1.6	-1.2	0.5
Clc1ccc(CO/N=C/c2c(-c3ccccc3)nc3n2CCS3)c(Cl)c1	-2.1	-1	1.0	-2	0	-0.7	0	-0.3	-0.8	-0.6	-1.2
Cc1cccc(N(C(=O)c2ccco2)C(C(=O)NC2CCCC2)c2cccnc2)c1C (stereo not drawn)	0.7	4	-1.4	2	-2	-0.4	-1	0.8	-0.6	-0.8	-1.1
Cc1csc(NC(=O)c2cc3c(s2)CCCCC3)n1	-2.1	5	-7.2	-4	-51	-1.2	0	1.2	3.4	-1.3	-3.9
CCC1CCCCN1C(=O)CSc1nc(C)cc(C)n1 (stereo not drawn)	-1.8	2	1.3	1	20*	-0.1	3	-0.5	-0.2	-1.1	0.7
O=C(CCC(=O)c1ccc(F)cc1)NN1C(=O)NC2(CCCCC2)C1=O	-1.6	7	1.6	-4	-7	0.1	-1	-1.9	0.0	-1.2	-1.0
COc1ccc(OC)c(/C=N/NC(=O)c2ccc(Cn3cc([N+](=O)[O-])cn3)o2)c1	-0.8	-1	2.6	2	-33	0.1	-1	0.6	-2.8	-1.3	-1.8
Cc1nnc(SCC(=O)NC(C)(C)C)n1NCc1c(F)cccc1Cl	-3.1	-1	4.1	8	-4	0.6	-4	-1.1	-1.1	-1.7	1.6
COc1cc(/C=C/c2c([N+](=O)[O-])c(=O)n(C)c(=O)n2C)cc(OC)c1OC	-1.2	2	-3.3	6	2	0.1	0	-0.3	-0.3	-0.8	-0.9
Cc1cccc(S(=O)(=O)Nc2ccc(S(=O)(=O)Nc3nccs3)cc2)c1	0.9	-6	0.4	-10	0	1.2	-3	-0.2	-1.4	-1.6	1.2
CCC(C)(C)NC(=O)CN(C(=O)CNS(=O)(=O)c1ccc(F)cc1)c1ccc2c(c1)OCCO2	-1.5	-5	-0.3	-2	-1	0.0	-3	-1.3	-2.1	-1.5	-0.3
Cc1c(C)c2c(OCC(=O)NCc3ccncc3)cc3c(c2oc1=O)CCC(C)(C)O3	1.0	-13	-0.2	10	-125	0.1	1	0.7	0.4	0.1	5.9*
COc1ccc(-c2noc(CCC(=O)NCCCN3CCN(c4ccc(F)cc4)CC3)n2)cc1	-4.9	0	-1.2	-5	3	-1.4	-3	-2.2	-4.6	-2.4	-2.5
CCOC(=O)C[C@H]1c2ccc(C(F)(F)F)cc2S(=O)(=O)N1C(C)(C)C	3.1	3	0.7	4	5	-0.1	0	-0.8	3.8	-0.9	0.1
COc1ccc(CC(=O)NCc2ccc3c(c2)OCO3)cc1	-2.1	2	0.5	-3	1	-1.2	2	-0.3	4.7	-1.0	0.2
O=C1Nc2ccc(S(=O)(=O)N3CCOCC3)c3cccc1c23	-0.8	-1	2.9	-5	i	0.0	-1	1.8	-0.9	-1.0	1.5
COc1ccc(/C=C/C(=O)OC(C)C(=O)c2ccccc2)cc1OC (stereo not drawn)	-0.7	0	2.7	3	-10	-3.1	2	-2.2	-2.1	-0.3	-0.4
COc1ccc(C2c3ccc4ccccc4c3Oc3ncn(CCCN(C)C)c(=N)c32)cc1 (stereo not drawn)	2.1	8	0.7	-13	-1	0.4	5	0.3	-0.6	-0.9	0.2
COC(=O)c1ccc(Cl)c(NC(=O)CSc2nnc(-c3ccncc3)o2)c1	-1.7	3	-1.6	2	-3	-0.9	2	-3.7	-0.5	-0.8	1.1
CCc1ccc(N2CC(C(=O)N3CCN(S(=O)(=O)c4cccc(F)c4)CC3)CC2=O)cc1 (stereo not drawn)	-2.2	-3	-0.1	-12	-2	-0.8	-1	0.3	-1.1	-1.5	-0.5
O=c1cc(C(F)(F)F)[nH]c(=S)n1-c1ccccc1	2.5	-1	-0.4	3	-4	0.3	1	-0.5	-1.7	-1.0	-0.9
Cc1cccc(OCCCC(=O)Nc2ccc(S(=O)(=O)Nc3onc(C)c3C)cc2)c1C	-0.2	-1	2.1	-36	1	-0.5	0	-2.1	-0.4	-0.8	-0.9
CC1SC(c2ccccc2)N(CC(O)c2ccc([N+](=O)[O-])cc2)C1=O (stereo not drawn)	-2.8	3	-1.4	2	3	0.2	-3	0.1	-2.4	-1.2	2.3
CN(C)/C=C(\C#N)C(=O)Nc1ccc(O)cc1F	3.6	-1	1.8	2	2	0.1	2	-0.9	0.8	-0.7	2.1
COc1ccccc1N1CCN(C2CCN(S(=O)(=O)c3ccc(NC(C)=O)cc3)CC2)CC1	-0.9	2	0.3	-1	-3	-0.9	3	-2.7	0.5	-1.3	-1.0
CO[C@@]12[C@@H]3N[C@@H]3CN1C1=C(C(=O)C(N)=C(C)C1=O)[C@@H]2COC(N)=O	-2.6	4	-7.4	1	-23	0.6	3	-15	2.3	-0.5	-1.6
CCCCn1nc2cc(C(=O)NC[C@@H]3CCCO3)ccc2c1OCC	2.5	-3	0.7	8	i	0.2	0	1.3	-1.3	-1.2	0.3
C[C@H]1COc2cccc(N3CCCC3)c2S(=O)(=O)N1C	-1.6	2	x	-3	-4	-0.3	4	x	-0.4	-0.9	x

4 records picked at random from the list so far:
SMILES	hgDAF12 agonist	NR1D1 modulator	GAA850 FXN act	HGIII-sPLA2 inh	PLC-beta3 inh	DAX1 inh-1	SMARCA2 act	PG9 Ab binder	hcDAF-12 act	ssDAF-12 act	DAX1 inh-2
CN(C)/C=C(\C#N)C(=O)Nc1ccc(O)cc1F	3.6	-1	1.8	2	2	0.1	2	-0.9	0.8	-0.7	2.1
CO[C@@]12[C@@H]3N[C@@H]3CN1C1=C(C(=O)C(N)=C(C)C1=O)[C@@H]2COC(N)=O	-2.6	4	-7.4	1	-23	0.6	3	-15	2.3	-0.5	-1.6
CCc1ccc(N2CC(C(=O)N3CCN(S(=O)(=O)c4cccc(F)c4)CC3)CC2=O)cc1 (stereo not drawn)	-2.2	-3	-0.1	-12	-2	-0.8	-1	0.3	-1.1	-1.5	-0.5
C[C@H]1COc2cccc(N3CCCC3)c2S(=O)(=O)N1C	-1.6	2	x	-3	-4	-0.3	4	x	-0.4	-0.9	x
